# Screens (PubChem BioAssay)
# Tb PYK inh: T. brucei pyruvate kinase inhibition; TbPYK enzyme, Kinase-Glo Plus ATP luminescence, 45 min; Potency, µM (titrated, usually from 76.8 µM), for the others: top-dose activity, negative = inhibition, actives largely listed as inhibitors; actives 0.12% (n = 410,000); AID 624173; active = well fitted inhibition curve with a large enough effect; inconclusive = small, poorly fitted or top-dose-only effect; note: nearly all actives have a fitted effect of over 50% in size
#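 Glycolytic pyruvate kinase of T. brucei was incubated with substrate, test compound and 130 uM ADP for 45 minutes at room temperature. Luminescent Kinase-Glo Plus signal was measured after 10 minutes.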
# Starred values were filed as active, the others as inactive; ? = inconclusive; [ ] = another dose, or the depositor's remark. % is set by controls: 0 for no effect and ±100 for the full control effect; potency is the fitted concentration of half-maximal effect. Not all compounds are listed; count on the stated rates, not on these rows.
structure	Tb PYK inh
CCCn1c(N)c(N(CCOC)C(=O)c2ccc(S(=O)(=O)N3CCOCC3)cc2)c(=O)[nH]c1=O	-7%
Cc1ccc(-c2c(CN3CCN(c4cc(Cl)ccc4C)CC3)csc2C)cc1	0%
Cc1ccc(NC(=O)CSc2nnc(COc3ccc(Cl)cc3)o2)cc1	1%
CCN(CC)S(=O)(=O)c1ccc2nc(NC(=O)c3cncc(Br)c3)sc2c1	0%
CCCCN(C)CCNC(=O)c1ccc2c(=O)n(CCc3ccccc3)c(=O)[nH]c2c1	-5%
Nc1nc(-c2ccccc2Cl)cs1	-20%
CCOc1cc(C2C(C(=O)OC)=C(C)NC3=C2C(=O)c2ccccc23)cc(Cl)c1O (stereo not drawn)	-8%
Cc1cc2ccccc2n2c(SCC(=O)Nc3cccc(C(F)(F)F)c3)nnc12	-1%
O=C(Nc1cc(Cl)cc(Cl)c1)c1cc(S(=O)(=O)N2CCc3ccccc3C2)ccc1F	0%
O=c1[nH]c2ccccc2cc1-c1nnn(-c2ccc(Cl)c(Cl)c2)n1	-6%

# Some of these compounds in order of formula weight, falling:
structure	Tb PYK inh
O=C(Nc1cc(Cl)cc(Cl)c1)c1cc(S(=O)(=O)N2CCc3ccccc3C2)ccc1F	0%
CCN(CC)S(=O)(=O)c1ccc2nc(NC(=O)c3cncc(Br)c3)sc2c1	0%
CCOc1cc(C2C(C(=O)OC)=C(C)NC3=C2C(=O)c2ccccc23)cc(Cl)c1O (stereo not drawn)	-8%
CCCCN(C)CCNC(=O)c1ccc2c(=O)n(CCc3ccccc3)c(=O)[nH]c2c1	-5%
Cc1cc2ccccc2n2c(SCC(=O)Nc3cccc(C(F)(F)F)c3)nnc12	-1%
Cc1ccc(NC(=O)CSc2nnc(COc3ccc(Cl)cc3)o2)cc1	1%
Nc1nc(-c2ccccc2Cl)cs1	-20%

# Some values from the list:
# O=C(Nc1cc(Cl)cc(Cl)c1)c1cc(S(=O)(=O)N2CCc3ccccc3C2)ccc1F @ Tb PYK inh = 0%
# CCN(CC)S(=O)(=O)c1ccc2nc(NC(=O)c3cncc(Br)c3)sc2c1 @ Tb PYK inh = 0%
# O=c1[nH]c2ccccc2cc1-c1nnn(-c2ccc(Cl)c(Cl)c2)n1 @ Tb PYK inh = -6%
# Cc1ccc(-c2c(CN3CCN(c4cc(Cl)ccc4C)CC3)csc2C)cc1 @ Tb PYK inh = 0%
# CCOc1cc(C2C(C(=O)OC)=C(C)NC3=C2C(=O)c2ccccc23)cc(Cl)c1O (stereo not drawn) @ Tb PYK inh = -8%

# Other results.
structure	Tb PYK inh
C[C@H](CO)N1C[C@H](C)[C@H](CN(C)C(=O)Nc2cccc(F)c2)Oc2cc(C#CC3(O)CCCC3)ccc2S1(=O)=O	7%
Cc1nn2c(=O)cc(COC(=O)c3cccc(NC(=O)COc4ccc(C)c(C)c4)c3)nc2s1	2%
CC(=O)Nc1ccc2c(c1)C(=O)c1cccc(C(=O)O)c1-2	2%
Cc1cccc(N2CC(c3nc4ccc(C)cc4[nH]3)CC2=O)c1 (stereo not drawn)	-5%
Cc1cc(S(=O)(=O)Nc2ccc(O)c(Sc3nc4ccccc4s3)c2)ccc1Cl	3%
COc1cc(C2C(C(=O)Nc3ccc(C)cc3C)=C(C)Nc3nc(SCc4ccccc4)nn32)cc(OC)c1OC (stereo not drawn)	-3%
CCOc1cc(C2C(C(=O)OC)=C(C)NC3=C2C(=O)c2ccccc23)c(Br)cc1O (stereo not drawn)	-10%
CCOC(=O)c1cc(-c2ccc(F)cc2)n(CCC(=O)NCc2ccc(C)cc2)c1C	9%[15.4 µM]
Cc1ccc(NC(=O)Nc2cccs2)c(C)c1	4%
Fc1ccccc1N1CCN(c2nccn3nc(-c4ccc(Br)cc4)cc23)CC1	3%

# Another view of two compounds above:
Cc1ccc(NC(=O)Nc2cccs2)c(C)c1
- Tb PYK inh: 4%

CCOC(=O)c1cc(-c2ccc(F)cc2)n(CCC(=O)NCc2ccc(C)cc2)c1C
- Tb PYK inh: 9%[15.4 µM]

# Going on with the list:
structure	Tb PYK inh
Cc1cccc(C(=O)NNC(=O)C2CCCCC2)c1O	-8%
Cc1ccc(-c2noc(-c3nnn(CC(=O)Nc4cccc(C(F)(F)F)c4)c3N)n2)cc1	1%
CCOC1=C2[C@@H](CN(S(=O)(=O)c3ccc(C)cc3)[C@H]2c2cccc3ccccc23)[C@H]2C(=O)N(c3ccccc3)C(=O)[C@H]2C1	1%
CCOC(=O)[C@]12CCC=C1N(CCC1=CCCCC1)C(=O)[C@H](CC(=O)NCc1cccc(C(F)(F)F)c1)C2	-1%
O=C1NC(=S)SC1=Cc1ccc2c(c1)OCO2	-2%
COc1cc(-c2cnc3c(NC=O)cc(-c4cccc(C(F)(F)F)c4)cn23)cc(OC)c1OC	-3%
O=C(Cn1c(-c2cccs2)cc2ccccc21)NCc1ccccc1Br	-2%
COc1cc(Cl)c(C)cc1NC(=O)c1cc(CN2CCOCC2)on1	-3%
COc1ccc(C2C(C(N)=O)=C(C)Nc3nc(-c4ccccc4Cl)nn32)cc1 (stereo not drawn)	-17%
COc1ccccc1CNc1ccc(-c2nc(-c3ccccc3C)no2)cc1[N+](=O)[O-]	-3%
O=C(/C=C/c1ccccc1)Nc1cc(-c2nc3cc(Cl)ccc3o2)ccc1Cl	-1%
COc1cc(CCC(=O)NCc2ccc3c(c2)CCN3C(=O)c2ccccc2)cc(OC)c1OC	2%
Cc1ccc(-c2nc3c4ccccc4n(Cc4cccc(Cl)c4)c(=O)n3n2)cc1	3%
O=C(O)c1ccc(S(=O)(=O)NN=Cc2c[nH]c3ccccc23)cc1	-12%
O=C1C(=O)C(Cl)=C(Cl)C(Cl)=C1Cl	?
CC(C)COC(=O)N1CCCCC1c1cc(C(=O)NCc2cccnc2)no1 (stereo not drawn)	-9%
O=C(Nc1ccc(F)c(Cl)c1)c1cc(C2CCCCN2C(=O)c2ccccc2)on1 (stereo not drawn)	-2%
Cc1cn(CC(=O)NCc2ccc3c(c2)OCO3)c(=O)[nH]c1=O	2%
COc1cccc(NC(=O)Cn2cc(S(=O)(=O)Cc3ccccc3F)c3ccccc32)c1	1%[15.4 µM]
CCC(=O)N1CCN(c2ccc(Cl)cc2NC(=O)c2ccc(Br)o2)CC1	-3%
CCCCN(CCCNC(=O)CN1N=C(c2ccc(C)cc2)CCC1=O)c1ccccc1	1%
COc1ccc(Cl)c2sc(N(CCN(C)C)C(=O)C3=COCCO3)nc12	8%
CCc1nc2ccc(C(=O)Nc3ccc(OC)c(OC)c3)cn2c1N(CC)Cc1cccc(Br)c1	1%
COc1ccc(CC(N)c2csc(NC(=O)CCc3ccccc3)n2)cc1 (stereo not drawn)	-7%
COC(=O)c1ccc(C2c3c(-c4ccc(Br)cc4)n[nH]c3C(=O)N2c2ccc(Cl)cc2)cc1 (stereo not drawn)	-5%
CC(C)c1ccc(NC(=O)Cn2nnc(C(=O)NCc3cccs3)c2N)cc1	-14%
CC1(Cc2cccc(C(F)(F)F)c2)C(=O)Nc2c(Cl)cccc21 (stereo not drawn)	-1%
Cn1c(=O)c2[nH]c(C=Cc3ccc4c(c3)OCO4)nc2n(C)c1=O	0%
CC(C)C[C@H]1CN([C@@H](Cc2ccccc2)CN2CCCC2CN2C(=S)NC[C@@H]2Cc2ccccc2)C(=S)N1CC1CCCCC1 (stereo partly drawn)	-1%
O=C(COC(=O)C1CC1)Nc1cccc(Cl)c1	0%
NN=C(NN=Cc1ccccc1)c1ccccc1	-9%
O=C(CCC1CCCN(C(=O)c2cc(F)ccc2F)C1)N1CCN(c2ccccn2)CC1 (stereo not drawn)	6%
OCc1ccccc1-c1cccc2nccn12	-5%
O=C1C(Br)C2CCC1C2C(=O)O (stereo not drawn)	5%
CCOC1=C2[C@H](c3ccccc3)N(S(=O)(=O)c3ccc(C)cc3)C[C@H]2n2c(=O)n(-c3ccccc3)c(=O)n2C1	2%
CCOC(=O)c1scc(-c2ccc(C)cc2)c1S(=O)(=O)N1CCN(c2ccccc2)CC1	-7%
Cc1cc(=O)c(C(=O)Nc2cccc(C(=O)NC3CC3)c2)nn1-c1ccccc1	1%
O=C(Nc1ccc(Cl)cn1)c1cccc(S(=O)(=O)N2CCCCCC2)c1	8%
CCOc1ccccc1CNC(=O)CCCN1C(=O)c2cccnc2Oc2ccc(Cl)cc21	5%[15.4 µM]
CC(NC(=O)c1ccccc1Br)C1CC2CCC1C2 (stereo not drawn)	2%
Cc1c(NC(=O)c2cccc(S(=O)(=O)N(C)c3ccccc3)c2)c(=O)n(-c2ccccc2)n1C	2%
O=C(NCC(c1cccnc1)N1CCc2ccccc21)c1ccc(F)c(F)c1 (stereo not drawn)	2%
COc1cc(C2CC(=O)c3cnc(N4CCN(CCO)CC4)nc3C2)cc(OC)c1OC (stereo not drawn)	1%
COc1ccc(Cl)cc1NC(=O)Cn1cnc2c1c(=O)n(C)c(=O)n2C	19%
COc1ccccc1C(=O)Oc1c(Sc2ccccc2)c(C)nn1-c1ccccc1	-11%
CCOC(=O)c1cnn(-c2ccc(OC)cc2)c1C1CCN(C(=O)OC(C)(C)C)CC1	14%
CCOc1cc(CNCCSc2nnnn2-c2ccccc2)cc(Cl)c1OC	0%
CC1C(=O)N(Cc2cn(CCC3OCCCO3)nn2)CCS(=O)(=O)N1Cc1ccc(-c2ccncc2)cc1 (stereo not drawn)	2%
CCCCNC(=O)C(CC)Sc1nnc(-c2cccc(F)c2)c(-c2cccc(F)c2)n1 (stereo not drawn)	0%
CC(C)NC(=O)N(C)C[C@H]1OCCCC[C@H](C)Oc2ccc(NS(=O)(=O)c3ccccc3)cc2C(=O)N([C@H](C)CO)C[C@H]1C	-5%

# Continuation:
structure	Tb PYK inh
Cc1cccc(CC(=O)NCCc2csc(-c3ccc(C(F)(F)F)cc3)n2)c1	2%
CCC(=O)Nc1ccc(CC)cc1-c1nc2ccccc2n(Cc2ccccc2)c1=O	0%
O=C(NCCc1ccccc1F)c1cc(COc2ccc(F)cc2F)on1	-7%
Cc1csc2nc(COc3ccccc3NC(=O)c3ccc(C(C)(C)C)cc3)cc(=O)n12	-1%
C[C@@H]1O[C@H](CCc2cccc(Cl)c2)CC2=C1C(=O)OC(C)(C)O2	1%
CCC(C)NC(=O)CSc1nc2cc3c(cc2c(=O)n1CCCCCC(=O)NCc1ccc2c(c1)OCO2)OCO3 (stereo not drawn)	5%
CN(Cc1ccccc1)C(=O)c1ccc(NC(=O)Cc2ccc(NC(=O)C3CCCN(C(=O)C4CCCCC4)C3)cc2)cc1 (stereo not drawn)	5%
NC(=O)c1nnn(Cc2cc(Cl)c(C(=O)c3ccc(Cl)cc3)c(Cl)c2)c1N	3%
O=C(NCc1ccc(Cl)cc1)C1CCCN(c2nc3ccccc3n3cccc23)C1 (stereo not drawn)	-3%
COc1ccc2c(C)c(CCC(=O)NCCc3ccccc3)c(=O)oc2c1	-2%
CC1(C(=O)Nc2ccc(Cl)c(Cl)c2)CCN1CCc1ccccc1 (stereo not drawn)	1%
COc1ccc(Nc2oc(/C=C/c3ccccc3OC)nc2C#N)cc1	-2%
CC1(C)c2ccccc2-c2nc3ccccc3cc2C1N1CCOCC1 (stereo not drawn)	3%
Cn1c(=O)c2c(nc(Oc3ccc(C#N)cc3)n2Cc2ccc(Cl)cc2Cl)n(C)c1=O	4%
COc1ccc(CCNC(=O)c2cc(C)nc3c2c(C)nn3-c2ccc(C)cc2)cc1OC	-10%
CCCSc1ncc(Cl)c(C(=O)Nc2c(C(=O)c3ccc(C)cc3)oc3ccccc23)n1	7%
CC(=O)Nc1ccc(-c2ccnc3c2CC(C)(C(=O)Nc2ccc(Cl)c(C(F)(F)F)c2)O3)cc1 (stereo not drawn)	1%
O=C(NNC(=O)C(c1ccccc1)c1ccccc1)c1ccccc1O	-8%
CCOC(=O)N1C2CCC(C2)N1C(=O)OCC	5%
CCOC(=O)C1CCCN(C(=O)c2cccc(S(=O)(=O)NCc3ccccc3)c2)C1 (stereo not drawn)	-1%
CCOC(=O)C1=C(COC(=O)CNS(=O)(=O)c2ccc(C)c(C)c2)NC(=O)NC1C (stereo not drawn)	3%
C[C@@H](O)CNC(=O)c1[nH]cnc1C(=O)Nc1ccc(CNC(=O)OC(C)(C)C)cc1	-4%
CC(=O)NCCNc1nc2cc(-c3ccc(C(=O)N4CCN(C)CC4)cc3)sc2c(=O)n1C	-5%
CCOc1ccc(-c2nc(Cn3c(=O)cc(-c4ccccc4)c4c(C)nn(C)c43)c(C)o2)cc1OC	1%
CNc1cnc(-c2ccc(F)c(F)c2F)cn1	-12%
CC1(C(=O)NS(=O)(=O)C2CC2)CCN(C(=O)c2ccccc2C(F)(F)F)C1 (stereo not drawn)	8%
CCN(CC)c1ccc(NC(=O)CCS(=O)(=O)c2cc3c(cc2Cl)NC(=O)CO3)c(C)c1	-7%
Oc1cccc(CN2CCOCC2)c1O	-10%
FC(F)(F)c1ccccc1Cc1c(C2CCCCC2)nc2ccc(Cl)cn12	2%
COCCNC(=O)C1(C)CCCN(Cc2csc(-c3ccc(Cl)cc3)n2)C1 (stereo not drawn)	-10%
COc1ccc(C2=C(C)C(N3CCC(C(=O)Nc4ccccc4F)CC3)=NS2(=O)=O)cc1	1%
CCOc1ccc(NC(=O)CN(C)C(=O)c2cc3c(s2)CCC3)cc1OCC	2%
Cc1ccccc1NC(=O)c1c(NC(=O)c2ccccc2F)sc2c1CCC(C)C2 (stereo not drawn)	0%
Cc1ccc(C)c(Cn2c(C(C)NC(=O)c3ccccc3)nc3ccccc32)c1 (stereo not drawn)	3%
O=C(c1ccc(Cl)cc1)n1nc(-c2ccccc2)nc1NCc1ccco1	0%
COc1ccc(CNC(=O)C2CCN(S(=O)(=O)c3cccc(-c4noc(C)n4)c3)CC2)cc1	-1%
